Screens from PubChem BioAssay.
PI4K2A block: inhibitors of human PI4K2A. Q9BTU6. purified PI4K2A, ADP-Glo luminescence, 1 h; hits give low values. activity change, negative = inhibition, % at 76.9 µM. 0.13% of 420,000 active; in the data active means activity change below about -50%; inconclusive means mostly about -30% to -49%;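 further: -100% = wells without enzyme as full effect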
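In this quantitative HTS, ADP production by PI4K2A was quantified luminescently after 1 h at ambient temperature; 100 microM adenosine served as plate-quality control.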
RGS4 inh: blocks human RGS4-accelerated GTP hydrolysis | P49798 | Transcreener GDP fluorescence polarization, RGS4-accelerated GTP hydrolysis | Potency, µM (series often up to 114 µM), inactives show top-dose activity change, negative = inhibition, most hits filed as inhibitors | 0.039% of 390,000 active | AID 504845; further: potency means the concentration at half of the fitted maximal effect; on the % scale 0 is the no-effect control and ±100 the full control effect; nearly all actives have a fitted effect of over 75% in size; some results filed as inactive show a strong effect at the top dose
Target sequence (P49798 whole entry, looked up): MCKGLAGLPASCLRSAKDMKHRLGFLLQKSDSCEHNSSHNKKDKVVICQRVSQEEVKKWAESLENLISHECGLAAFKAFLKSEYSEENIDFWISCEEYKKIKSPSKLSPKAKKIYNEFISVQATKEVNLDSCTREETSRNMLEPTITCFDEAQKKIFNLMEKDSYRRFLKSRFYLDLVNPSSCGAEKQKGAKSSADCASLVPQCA
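MLSMR compounds (23 nl, pin-transferred) preincubated 10 min at room temperature with a 500nM (2x) first reagent, then RGS4 at 900nM (2x) plus Transcreener GDP mix added; fluorescence polarization (620/688 nm) read before and after 90 min at 30 °C.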
12-LOX inh: blocks human arachidonate 12S-lipoxygenase | purified 12hLO, xylenol orange hydroperoxide absorbance | 1.1% of 580,000 active | Potency, µM (top dose mostly 108 µM), without a hit: at the top dose activity change, negative = inhibition, actives largely listed as inhibitors; further: potency means the concentration at half of the fitted maximal effect; on the % scale 0 is the no-effect control and ±100 the full control effect
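Purified human 12hLO (150 nM final) in 25 mM Hepes, 0.01% Triton X-100, pH 7.0 was preincubated 15 min at room temperature with compound. Then 40 uM arachidonic acid was added, 30 min. Hydroperoxide was read by Fe-XO absorbance ratio 573/405 nm.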
BAZ2B block: inhibitors of human BAZ2B bromodomain; Q9UIF8; AlphaScreen BAZ2B-H3K14Ac peptide displacement; Potency, µM (series often up to 114 µM), for inactives: at the highest dose activity change, negative = inhibition, usual class: inhibitors; 4.4% of 360,000 active; further: potency means the concentration at half of the fitted maximal effect; on the % scale 0 is the no-effect control and ±100 the full control effect; nearly all actives have a fitted effect of over 60% in size
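Multi-concentration screen (max 110 uM) measuring displacement of acetylated histone H3 peptide from BAZ2B by AlphaScreen, using 50 nM protein, 50 nM peptide and 10 ug/mL streptavidin donor plus Ni-chelate acceptor beads.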
G9a block: blocks human histone lysine methyltransferase G9a | Potency, µM (doses to about 102 µM), without a hit: top-dose activity, negative = inhibition, usual class: inhibitors | Q96KQ7 | G9a H3K9 monomethylation, AlphaScreen, 2 h | 8.8% of 350,000 active | AID 504332; further: potency means the concentration at half of the fitted maximal effect; on the % scale 0 is the no-effect control and ±100 the full control effect; nearly all actives have a fitted effect of over 75% in size
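AlphaScreen read-out: biotin-H3K9 peptide (500 nM) methylation by 20 nM enzyme with 20 uM SAM, 2 h at room temperature after 15 min compound preincubation; anti-monomethyl H3K9 antibody plus donor/acceptor beads, 10 min dark.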
HP1b chromo inh: blocks HP1-beta chromodomain binding to methylated histone tails. AlphaScreen HP1-beta / biotin-H3K9me3 peptide binding. Potency, µM (doses to about 114 µM), inactives show at the top dose activity change, negative = inhibition, most hits filed as inhibitors. 0.56% of 390,000 active. AID 540317; further: potency means the concentration at half of the fitted maximal effect; nearly all actives have a fitted effect of over 70% in size; inactives centre near 23
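AlphaScreen: HP1-beta (50 nM) preformed 30 min with biotin-H3(1-18)K9me3 peptide (50 nM) in PBS pH 7.4, 0.01% Tween-20. Compound added for 30 min at RT, then streptavidin donor/nickel chelate acceptor beads (10 ug/mL) for 30 min.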
JMJD2A Tudor inh: inhibitors of human JMJD2A Tudor domain; 4.4% of 390,000 active; Potency, µM (series often up to 114 µM), for inactives: at the top dose activity change, negative = inhibition, hits mostly inhibitors; AlphaScreen JMJD2A-Tudor / H3K4me3 peptide binding; O75164; AID 504339; further: potency means the concentration at half of the fitted maximal effect; on the % scale 0 is the no-effect control and ±100 the full control effect; nearly all actives have a fitted effect of over 50% in size
ERG-DNA inh: blocks human ERG Ets domain binding to DNA | AID 624246 | Potency, µM (series often up to 76.9 µM), without a hit: top-dose FP activity, negative = inhibition, actives largely listed as inhibitors | fluorescence polarization, His-ERG Ets domain / labelled DNA | 0.028% of 370,000 active | P11308; active means well fitted inhibition curve with a large enough effect in the polarisation, with a control signal flat; inconclusive means small, poorly fitted or top-dose-only effect, or effect the other way, or a change in a side signal; inactive means no such curve, though single readings can be large or run the other way; the % refers to the polarisation;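 further: polarization taken with two DNA probes labelled with fluorescein and Texas red; potency means the concentration at half of the fitted maximal effect; % of control where 0% means no effect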
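His-tagged ERG Ets domain (1 uM in the protein solution; 300mM KCl, 50mM Tris-HCl, 1mM EDTA, 1mM DTT, pH 7.5) received compound, then a probe mix of 5 nM fluorescein-DNA and 100nM Texas-615-DNA. Fluorescence polarization was read for both dyes.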
GLS inh: glutaminase GLS (human) inhibition. O94925. GLS enzymatic activity, qHTS titration. Potency, µM (doses to about 45.5 µM), for inactives: at the top dose activity change, negative = inhibition, hits mostly inhibitors. 0.21% of 410,000 active. AID 624170; further: potency means the concentration at half of the fitted maximal effect; on the % scale 0 is the no-effect control and ±100 the full control effect
Target sequence (O94925 whole entry, looked up): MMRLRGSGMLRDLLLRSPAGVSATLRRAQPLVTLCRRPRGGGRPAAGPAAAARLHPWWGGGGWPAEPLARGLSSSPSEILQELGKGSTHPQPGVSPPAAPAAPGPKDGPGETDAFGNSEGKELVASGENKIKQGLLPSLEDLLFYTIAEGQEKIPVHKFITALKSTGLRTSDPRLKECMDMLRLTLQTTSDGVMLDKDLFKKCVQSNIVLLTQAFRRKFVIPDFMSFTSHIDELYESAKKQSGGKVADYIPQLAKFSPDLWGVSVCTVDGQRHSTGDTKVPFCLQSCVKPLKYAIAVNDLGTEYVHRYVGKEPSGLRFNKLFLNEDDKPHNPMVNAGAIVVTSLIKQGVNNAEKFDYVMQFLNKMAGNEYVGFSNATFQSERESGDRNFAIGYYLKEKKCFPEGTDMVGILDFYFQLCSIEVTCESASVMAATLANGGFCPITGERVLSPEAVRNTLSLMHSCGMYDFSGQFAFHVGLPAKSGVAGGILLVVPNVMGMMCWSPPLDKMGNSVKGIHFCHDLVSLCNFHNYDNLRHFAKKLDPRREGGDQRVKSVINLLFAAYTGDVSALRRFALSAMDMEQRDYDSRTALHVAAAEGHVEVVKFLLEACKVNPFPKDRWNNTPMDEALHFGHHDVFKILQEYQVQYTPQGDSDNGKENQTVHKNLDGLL
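hKGA; 45 mM KH2PO4 pH 8.2 + 0.02% Tween-20; cpd via pin tool; 1 mM Gln soln; GluOx/HRP/Amplex Red; RT 30 min; fluor. t0 & final.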
Active calls of the source: *; ? = inconclusive; nt = no result given; [ ] = remark or other dose. Unless noted, the call rests on the fitted dose curve; in most records, active means well fitted curve in the direction sought with a large enough effect; inconclusive means small, poorly fitted or top-dose-only effect, or another doubt; inactive means no such curve, though single readings can be large; an effect the other way counts as inactive or inconclusive.

1: CCOC(=O)C1CCCN(S(=O)(=O)c2ccc(OC)c3ccccc23)C1 (stereo not drawn)
2: C#CCN1C(=O)S/C(=C\c2cc3c(cc2OC)OCO3)C1=O
3: Cc1cccc(C)c1NC(=O)N1CCC(N2CCCCC2)CC1
4: Cc1ccccc1NC(=O)c1nc[nH]c1C(=O)NCc1ccccc1
5: O=C(Nc1ccc(Br)cc1)C1CCN(C(=O)c2ccco2)CC1
6: CCc1ccc(S(=O)(=O)c2cn(Cc3ccc(OC)cc3)c3cc(OC)c(OC)cc3c2=O)cc1
7: O=S(=O)(Nc1cccc(-n2cnnn2)c1)c1ccccc1C(F)(F)F
8: Cc1cc(C(=O)Nc2ccc(F)cc2F)on1
Screen / compound no.,1,2,3,4,5,6,7,8
PI4K2A block,-1,-2,5,15,1,1,0,-1
RGS4 inh,-12%,2%,25%,-38%,-1%,-3%,-8%,4%
12-LOX inh,-3%,0%,119%[activator],7%,-12%,3%,11%,4%
BAZ2B block,21%,7%,4%,8%,-1%,-2%,17%,1%
G9a block,78%[activator][59 µM],12%,15%[0.0925 µM],-8%[12.7 µM],-40%,3%[59 µM],77%[activator][59 µM],4%
HP1b chromo inh,58%[activator],9%,32%,53%,5%,50%[activator],49%[activator],19%
JMJD2A Tudor inh,5%,-13%,-1%,8%,-22%,-11%,-8%,-10%
ERG-DNA inh,6%,4%,-9%,5%,12%,-1%,-8%,3%
GLS inh,7%,4%,8%,-5%,-8%,3%,-1%,-6%

9: COc1cccc(N2CCN(c3ccc4nnc(CCC(=O)Nc5cc(C)ccn5)n4n3)CC2)c1
10: CN1CCN(CCC(=O)Nc2ccc(F)c(F)c2)CC1
11: CCC(C)NC(=O)COCc1cc(-c2ccc3c(c2)OCO3)on1 (stereo not drawn)
12: O=C(N/N=C/c1c(F)c(F)c(F)c(F)c1F)c1cc(-c2ccccc2)nc2ccccc12
13: CCCCc1ccc(NC=C2C(=O)OC3(CCCCC3)OC2=O)cc1
14: O=C(Cn1ncc2c(=O)oc3ccccc3c21)N1CCC(N2CCCCC2)CC1
15: CN1C2C=C3C(C#N)=C(N)C(C#N)(C#N)[C@@H](c4ccc(Cl)cc4)[C@@H]3C1CC2 (stereo partly drawn)
16: COc1ccc(CNc2ccc3c(c2)nc(C)n3C)cc1OC
Screen / compound no.,9,10,11,12,13,14,15,16
PI4K2A block,2,3,-3,-2,4,-2,0,-6
RGS4 inh,8%[56.9 µM],17%,4%,16%,-5%[56.9 µM],7%,-9%,9%
12-LOX inh,-10%,0%,?,14%,12%,12%,-2%,-23%
BAZ2B block,-29%,?,-19%,4%,0%,-7%,-9%,-20%
G9a block,1%,10%,18%,9%,2%[59 µM],0%[59 µM],-36%,40µM*
HP1b chromo inh,45%[activator],21%,-1%,25%,79%[activator],37%,25%,15%
JMJD2A Tudor inh,-36%,-14%,-12%,-5%,-2%[57.1 µM],-1%,-18%,-14%
ERG-DNA inh,6%,-5%,0%,-6%,6%,1%,-6%,-1%
GLS inh,4%,-2%,-1%,2%,-2%,-5%,15%,0%

The final 4 compounds of the part before come first, to join the parts:
13: CCCCc1ccc(NC=C2C(=O)OC3(CCCCC3)OC2=O)cc1
14: O=C(Cn1ncc2c(=O)oc3ccccc3c21)N1CCC(N2CCCCC2)CC1
15: CN1C2C=C3C(C#N)=C(N)C(C#N)(C#N)[C@@H](c4ccc(Cl)cc4)[C@@H]3C1CC2 (stereo partly drawn)
16: COc1ccc(CNc2ccc3c(c2)nc(C)n3C)cc1OC
17: CCn1nc(NS(=O)(=O)c2cccc3nonc23)c2cc3ccc(C)cc3nc21
18: Cc1nc2ccccc2nc1OCc1cccc([N+](=O)[O-])c1
19: CC(C)CCN1C(=O)c2ccc(C(=O)Nc3ccc(O)cc3C(=O)O)cc2C1=O
20: COc1ccccc1CNC(=O)c1cc(=O)c2ccccc2o1
21: O=C1NC(=Nc2ccc3ccccc3c2)S/C1=C/c1ccco1
22: O=C(CCS(=O)(=O)c1cccc2nonc12)Nc1cccc(F)c1
23: Cc1ccc(C(=O)N(C)Cc2ccccc2)cc1S(=O)(=O)N1CCOCC1
24: CC(OC(=O)c1cc(=O)[nH]c2ccccc12)C(=O)NCc1ccccc1 (stereo not drawn)
Screen / compound no.,13,14,15,16,17,18,19,20,21,22,23,24
PI4K2A block,4,-2,0,-6,-8,2,-1,1,-16,-1,-3,1
RGS4 inh,-5%[56.9 µM],7%,-9%,9%,-2%,-6%,-16%,-2%,-4%,6%,3%,-8%
12-LOX inh,12%,12%,-2%,-23%,nt,-10%,0%,-1%,32µM*,-21%,1%,-3%
BAZ2B block,0%,-7%,-9%,-20%,?,-16%,-16%,-11%,20µM*,-9%,-1%,-5%
G9a block,2%[59 µM],0%[59 µM],-36%,40µM*,nt,-32%[12.7 µM],?,-1%,50µM*,-21%[59 µM],-2%,-45%
HP1b chromo inh,79%[activator],37%,25%,15%,10%,18%,0%,28%,9%,16%,23%,19%
JMJD2A Tudor inh,-2%[57.1 µM],-1%,-18%,-14%,?,-17%,-34%,-29%,?,-18%,-9%,1%
ERG-DNA inh,6%,1%,-6%,-1%,1%,-1%,6%,1%,3%,-19%,5%,?
GLS inh,-2%,-5%,15%,0%,18%,3%,17%,-14%,0%,2%,1%,-8%

25: Cc1nc(CS(=O)(=O)c2ccc(Cl)cc2)cc(N2CCOCC2)n1
26: NS(=O)(=O)c1ccc(NC(=O)CN2CCN(S(=O)(=O)/C=C/c3ccccc3)CC2)cc1
27: Cc1ccc(N2CCN(S(=O)(=O)c3ccc(Cl)s3)CC2C)cc1 (stereo not drawn)
28: O=C1CCc2cc(S(=O)(=O)N3CCC(C(=O)NCc4ccccc4Cl)CC3)ccc2N1
29: Cc1ccc(OCC(=O)OCc2c(C)noc2C)cc1C
30: O=S(=O)(NCC1(N2CCOCC2)CCCCC1)c1ccc(Cl)cc1C(F)(F)F
31: CC1=CC2(C)C(C3C(C)=CC2(C)C(=O)C3(C)O)C(C)(O)C1=O (stereo not drawn)
32: CCC[C@@H](CN1CCC[C@H]1CN1C(N)=NC[C@@H]1Cc1ccccc1)N1C[C@@H]([C@H](C)CC)N(CCCC2CCCC2)C1=N
Screen / compound no.,25,26,27,28,29,30,31,32
PI4K2A block,5,6,-3,3,9,-3,-5,3
RGS4 inh,-4%,-10%,9%,-8%,-38%,16%,-18%,-36%
12-LOX inh,155%[activator],-1%,-14%,5%,-6%,4%,-15%,nt
BAZ2B block,3%,-33%,-12%,-5%,3%,2%,nt,nt
G9a block,42%[59 µM],?,0%,-4%,7%[59 µM],22%,nt,nt
HP1b chromo inh,32%,-13%,21%,78%[activator],38%,39%[activator],39%,-14%
JMJD2A Tudor inh,11%,-24%,-13%,0%,-2%,10%,-7%,?
ERG-DNA inh,9%,-5%,-3%,-18%,2%,0%,12%,-6%
GLS inh,-4%,73%[activator],5%,-9%,6%,0%,-8%,0%

33: N#C/C(=C\N1CCOCC1)C(N)=O
34: O=c1c(S(=O)(=O)c2ccc(Cl)cc2)cn(Cc2ccc(F)cc2)c2ccc(F)cc12
35: CC(=O)OCCn1c(Br)nc2c1c(=O)[nH]c(=O)n2C
36: CCOc1cc(N2CCOCC2)c(OCC)cc1NC(=O)CN1CCCC(C)C1 (stereo not drawn)
37: O=C(COc1ccc(S(=O)(=O)N2CCCCC2)cc1Cl)N1CCCC1
38: O=C(CNC(=O)Cc1ccccc1)N=Nc1c(O)[nH]c2ccc(Br)cc12
39: NC(=O)C1CCN(C(=O)CCCCCn2c(=O)[nH]c3ccsc3c2=O)CC1
40: CCOC(=O)C1CCC(CN(Cc2ccc(OC)cc2)S(=O)(=O)c2ccc(F)c(C(=O)Nc3ccc(C)c(C)c3)c2)CC1 (stereo not drawn)
Screen / compound no.,33,34,35,36,37,38,39,40
PI4K2A block,3,-7,-1,5,6,-1,17,-2
RGS4 inh,-28%,17%,-17%,0%,-5%,17%,-3%,24%
12-LOX inh,-7%,-2%,0%,-6%,-13%,-19%,10%,-13%
BAZ2B block,-1%,-18%,2%,?,11%,?,2%,-1%
G9a block,-32%,-9%[59 µM],32%,?,22%,-45%,-9%[59 µM],9%[59 µM]
HP1b chromo inh,31%,29%,26%,-31%,55%[activator],26%,4%,3%
JMJD2A Tudor inh,1%,-12%,-18%,?,-4%,-16%,-11%,-27%
ERG-DNA inh,-3%,3%,-3%,-4%,2%,2%,0%,2%
GLS inh,-15%,-11%,-5%,41%[activator],-4%,4%,-10%,-4%

Some of the compounds tested; rates above refer to the full screens.
